ABCB6 inh 2 – ABCB6 transporter inhibitors, primary screen, K562-ABCB6 cells, flow cytometry, MLPCN library; K562-ABCB6 porphyrin accumulation, 1 h; stronger effect = lower value; fluorescence ratio to DMSO, % at 10 µM; 360,000 tested, 0.19% active;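 active = fluorescence ratio to DMSO below 75%, the collection mean minus 3 SD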;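 note: signal is porphyrin accumulated inside mitochondria; 100% equals median channel fluorescence of DMSO control wells; lower ratio means ABCB6 inhibition with less porphyrin fluorescence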
ABHD5-PLIN5 inh – ABHD5-PLIN5 interaction inhibitors, primary screen, cell lysate, split luciferase complementation, luminescence | Perilipin-5 (Homo sapiens) + 1-acylglycerol-3-phosphate O-acyltransferase ABHD5 (Homo … | Split G. princeps luciferase complementation, 4 h | inhibition, % at 4 µM | 360,000 tested, 0.78% active | AID 602281, 2012;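 active = inhibition above the mean inhibition across every tested compound plus 3 SD, cut at about 22% in these data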;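 note: 0% = DMSO only wells and the 100% control is not disclosed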
Target sequence (Q00G26 whole entry, looked up): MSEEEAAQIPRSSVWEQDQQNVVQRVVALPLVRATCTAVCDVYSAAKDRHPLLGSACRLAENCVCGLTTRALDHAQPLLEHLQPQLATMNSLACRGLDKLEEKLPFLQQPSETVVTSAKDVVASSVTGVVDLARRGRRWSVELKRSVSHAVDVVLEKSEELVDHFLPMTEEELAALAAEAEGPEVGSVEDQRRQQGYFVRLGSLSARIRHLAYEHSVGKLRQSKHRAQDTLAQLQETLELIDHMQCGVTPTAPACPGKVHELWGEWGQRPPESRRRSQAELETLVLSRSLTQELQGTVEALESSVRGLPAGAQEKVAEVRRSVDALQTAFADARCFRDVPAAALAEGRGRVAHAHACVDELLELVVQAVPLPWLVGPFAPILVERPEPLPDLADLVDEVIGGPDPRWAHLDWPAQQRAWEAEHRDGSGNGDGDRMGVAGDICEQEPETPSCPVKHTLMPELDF
Target sequence (Q8WTS1 whole entry, looked up): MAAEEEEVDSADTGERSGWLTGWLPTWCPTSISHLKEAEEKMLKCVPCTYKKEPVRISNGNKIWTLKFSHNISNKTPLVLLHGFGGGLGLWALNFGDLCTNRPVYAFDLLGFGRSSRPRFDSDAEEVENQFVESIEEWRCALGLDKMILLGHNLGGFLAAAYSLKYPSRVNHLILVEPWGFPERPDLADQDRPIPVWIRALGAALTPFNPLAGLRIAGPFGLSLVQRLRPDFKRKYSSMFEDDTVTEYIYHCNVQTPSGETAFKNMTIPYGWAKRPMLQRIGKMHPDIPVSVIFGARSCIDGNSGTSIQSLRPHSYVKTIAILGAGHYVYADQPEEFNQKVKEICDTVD
Cardio protect – cardioprotection against H2O2-induced cell death, primary screen, uHTS, H9c2 cells, ATPLite luminescence | H9c2 cardiomyocytes, H2O2 injury protection, 2 h | protection from H2O2 cell death, % at 20 µM | 360,000 tested, 0.63% active;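 active = compounds giving at least 50% protection of heart cells from peroxide-induced death in the single-dose screen, raw or plate-pattern-corrected value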;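 note: 0% = DMSO wells with peroxide and 100% = DMSO wells without peroxide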
MC4R barr agon – MC4R agonists recruiting beta-arrestin, primary screen, cell-based, luminescence, agonist arm of biased-ligand search | activation, % at 8.9 µM | 360,000 tested, 0.98% active | U2OS MC4R beta-arrestin complementation; percent of melanotan II response, DMSO zero;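 active = activation above a per-plate cutoff, the mean activation of sample wells on that plate plus 3 SD, cut at about 8% in these data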
Exocytosis inh – LAMP-1 surface exposure blockers, TALL-104 cells – cell-based, flow cytometry, MLPCN library, primary screen; inhibition, % at 10 µM; 360,000 tested, 0.66% active; TALL-104 LAMP-1 surface exposure; cells stimulated with thapsigargin and PMA; AID 651702, 2012;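 active = inhibition above about 55%, limit read from the data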
iPSC survival up – enhancers of single-cell hiPSC survival, primary screen, ATPlite luminescence | 100% = ROCK inhibitor wells, 0% = DMSO | survival enhancement, % at 20 µM | 360,000 tested, 0.044% active; in the data active = survival enhancement above about 18%;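 note: cells exposed to compounds for 16 hours before the ATP read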
HTR2A ag – mouse Htr2a agonists via beta-arrestin recruitment, primary screen, cell-based, luminescence; CHO-K1 mHTR2A beta-arrestin complementation; percent of 30 µM serotonin response; activation, % at 7.6 µM; 360,000 tested, 0.66% active; AID 624169, 2012;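 active = activation above a run cutoff, the mean activation of all tested compounds plus 3 SD, cut at about 14% in these data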;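 note: 0% = plate median of compound wells and 100% = 30 µM serotonin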
N-glyco inh – increase of ERlucT glycosylation luciferase signal, primary screen, N-linked glycosylation inhibitor project, D54 ERlucT cells, luminescence, set 2; D54 ERlucT glycosylation luciferase reporter, 24 h; percent of 100 nM tunicamycin response; reporter increase, % at 12.5 µM; 360,000 tested, 0.23% active; AID 588692, 2011;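 active = mean luciferase reporter signal, scaled so untreated is 0 and the glycosylation-blocking control 100, at or above a set limit in every replicate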;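 note: luciferase carries N-glycosylation sites so blocking glycosylation raises the light; 0% = median of neutral control wells and 100% = median of 100 nM tunicamycin wells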
MC4R antagonist – MC4R antagonists of cAMP signaling, primary screen, cell-based, TR-FRET, antagonist arm of biased-ligand search | Melanocortin receptor 4 (Homo sapiens), P32245 | MC4R-expressing cells, MTII-stimulated cAMP, LANCE TR-FRET | inhibition, % at 6.5 µM | 360,000 tested, 0.48% active;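 active = inhibition above its plate's cutoff, the mean of tested wells on that plate plus 3 SD, cut at about 29% in these data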;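 note: 0% = Melanotan II alone and 100% = Melanotan II plus saturating MCL0020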
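System: U2OS-MC4R stable cell line; Technique: Eu-cAMP/anti-cAMP TR-FRET, emission 671 nm; Repeats: single well per compound; Also added: Melanotan II; Dosing: one concentration, 6.5 µM nominal; Schedule: 30-min compound, 1-h challenge, 1-h detection, room temperature.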
aDG glyco up – activators of alpha-DG glycosylation, primary screen, uHTS, Pro5-aDG cells, AlphaScreen | 360,000 tested, 0.22% active | alpha-DG glycosylation AlphaScreen (IIH6); 0% Pro5, 100% B10-LARGE cell signal | activation, % at 10 µM;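 active = activation of at least 8% versus controls, or a plate z-score of at least 8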;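 note: Pro5 are CHO cells carrying HIG-tagged alpha-DG that lacks glycosylation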
* = called active by the depositor; / = no result given. Outcome played no part in choosing rows, and some 4.5% of all compounds hit somewhere here.

Sequence of screens: ABCB6 inh 2, ABHD5-PLIN5 inh, Cardio protect, MC4R barr agon, Exocytosis inh, iPSC survival up, HTR2A ag, N-glyco inh, MC4R antagonist, aDG glyco up
Cc1c(N2C(=O)C(=O)/C(=C(/O)c3ccc(Br)cc3)C2c2cccnc2)c(=O)n(-c2ccccc2)n1C (stereo not drawn)
→ 97, 0, 9, -1.6, -3, -1.0, 3, 1, 28, 1.3
O=C(O)CSCC(=O)NCc1ccc(Cl)cc1
→ 93, 9, 1, 2.5, -3, 1.0, -2, 2, 3, 0.0
O=C(/C=C/c1ccco1)NC(=S)Nc1ccccc1N1CCCC1
→ 104, 2, 5, 1.2, -6, -2.9, -1, 1, -1, 1.6
COc1cccc(OC)c1Nc1nc(C)nc2c1nnn2Cc1ccccc1Cl
→ 90, -2, -2, -3.0, -2, 0.8, -2, -3, 8, -0.2
Cc1cc(C)c2cc(CN(Cc3ccco3)C(=O)NCc3ccccc3)c(=O)[nH]c2c1
→ 102, 0, 14, -2.4, -4, 0.5, -6, -2, -10, 0.4
CC(=O)Nc1cccc(-c2ccnc3c2CC(C)(C(=O)Nc2cccc(C(F)(F)F)c2)O3)c1 (stereo not drawn)
→ 103, -2, 34, 1.7, 0, 1.1, -7, 2, 0, 0.3
CC(O)(CS(=O)(=O)Cc1ccccc1)c1ccccc1Cl (stereo not drawn)
→ 100, 10, 2, -2.4, -3, -0.3, 2, 0, 8, 0.1
CCOc1ccc(C(=O)NCC(=O)OCc2csc(-c3ccccc3)n2)cc1
→ 97, 1, 0, -1.1, -2, -1.0, 2, -3, 10, 0.0
COc1ccc(C(CC(=O)N2CCCC2)c2c(O)cc(OC)cc2OC)cc1 (stereo not drawn)
→ 99, 0, 4, -1.5, 6, -2.2, -1, 1, 0, 0.1
CCCCCC(=O)NC(NC(=S)NC1CCS(=O)(=O)C1)C(Cl)(Cl)Cl (stereo not drawn)
→ 93, -3, -4, -1.8, -2, 0.3, -3, 3, 5, 0.2
Cc1ccc(CCN2CC(C(=O)NCCCN3CCN(C)CC3)CC2=O)cc1 (stereo not drawn)
→ 98, 6, 2, -1.4, 0, 5.8, 0, 0, 10, -0.3
COc1ccccc1NS(=O)(=O)c1cccc(NC(=O)CCNC(=O)c2ccccc2OC)c1
→ 94, -6, 7, -3.3, 4, -0.1, -7, -1, 2, 0.2
Cc1ccc(C(=O)NNC(=O)CCCN2C(=O)/C(=C/c3ccccc3Cl)SC2=S)cc1
→ 97, 0, -2, -0.3, -3, -1.7, 1, 1, 10, 0.4
CC1(OC(=O)C2CCCC2)C(=O)C=C2C=C3CCCCN3C=C2C1=O (stereo not drawn)
→ 93, -1, 1, -0.9, -1, -1.3, 7, 2, 0, -0.2
COc1ccccc1NC(=O)COc1ccc(/C=N/NC(=O)CSCc2cc(C)cc(C)c2)cc1
→ 94, 1, -7, 0.4, 1, 0.9, 1, -2, -1, 0.2
CC1=C(C(=O)N(C)C)CC(CC(=O)NCC2CCCCC2)C(=O)N1CCC1=CCCCC1 (stereo not drawn)
→ 99, -10, -8, 1.2, 2, 3.1, 0, -1, 11, 0.2
COc1ccc(C)cc1S(=O)(=O)NC1CC1
→ 101, -12, 0, 1.9, 2, 1.0, -1, 0, -2, 0.0
CC(=O)Nc1nnc(SCC(=O)N2CCc3ccccc32)s1
→ 88, -9, 1, -1.9, 19, -0.4, 1, 3, 0, -0.1
CC(=O)Oc1ccc(/C=C2/C(=O)N(c3ccccc3)N=C2C)cc1
→ 94, -17, 4, -1.6, -7, -0.7, 2, 1, 20, -0.3
O=C(NNC(=S)Nc1ccccc1C(F)(F)F)C1CC1
→ 98, -8, 2, 0.1, -1, 1.2, 2, 2, 15, 0.1
CSc1ccc(C(=O)N2CCC(CCC(=O)NC3CC3)CC2)cc1
→ 98, -3, 2, -2.5, -1, 0.0, 2, 1, -3, -0.2
O=[N+]([O-])c1ccccc1CN1CCN(S(=O)(=O)Cc2ccccc2)CC1
→ 92, -5, -2, 0.3, 17, -0.4, -4, /, 0, 0.0
CCOc1cc(/C=C2/NC(=O)N(CC(=O)Nc3cccc(C)c3)C2=O)ccc1OCC(N)=O
→ 98, 0, 13, 1.0, -1, 3.3, 1, -2, 11, 0.1
Cc1cccc2sc(NNC(=O)c3cc(=O)c4ccccc4o3)nc12
→ 120, -4, 11, -2.2, 1, -0.6, 2, 0, 1, -0.1
Clc1cccc(-c2nnc(-c3ccno3)o2)c1
→ 98, -2, 1, 1.0, -5, -0.3, 5, 1, 12, 0.0
Cc1[nH]c2ccccc2c1C(=O)C(=O)N1CCCc2ccccc21
→ 102, -3, -4, -0.4, -8, -0.4, -1, 0, -1, -0.1
CC(C)n1c(CSCc2ccc(Cl)cc2Cl)n[nH]c1=S
→ 104, -16, -12, 4.8, 2, 5.3, 3, 2, 3, 0.2
O=C(CN1C(=O)NC2(CCCCCC2)C1=O)c1ccccc1
→ 96, 0, 6, -2.6, -6, 3.9, -5, -3, 5, -0.3
CC(NC(=O)c1cc([N+](=O)[O-])cc([N+](=O)[O-])c1)C1CC2CCC1C2 (stereo not drawn)
→ 99, 3, -9, 2.1, -7, -0.3, -7, 1, 1, 0.1
Cc1ccccc1NC(=O)N1CCC(NC(=O)C2CCCCC2)CC1
→ 103, -4, -3, -0.2, 8, 0.0, 7, -1, 12, 0.1
CN(C1CCS(=O)(=O)C1)S(=O)(=O)c1cccs1 (stereo not drawn)
→ 100, 8, 0, -3.7, -4, -0.4, 6, 4, 3, -0.2
COc1ccc(-c2cc(C(=O)Nc3ccc(OC)c(OC)c3)[nH]n2)c(C)c1
→ 70*, -8, 2, -0.7, 5, 1.0, -9, 4, 5, -0.1
Cc1cc(NC(=O)CCC(=O)N(c2ccc(F)cc2)C(C(=O)NC2CCCC2)c2cccnc2)no1 (stereo not drawn)
→ 96, -4, 0, -0.6, -17, -0.5, -2, 0, 5, 0.1
O=C(O)c1cccc(CN2C(=O)S/C(=C/c3cccc([N+](=O)[O-])c3)C2=O)c1
→ 94, 8, 1, -0.2, 1, 1.6, 4, 8, 12, 0.0
C=C1CCN([C@@H](CC(C)C)C(=O)NN2CCOCC2)S(=O)(=O)c2ccccc21
→ 96, 2, 12, -0.7, -11, 2.1, 3, -2, 4, 0.2
Nc1c(C(=O)NCc2ccc3c(c2)OCO3)nnn1CC(=O)Nc1ccc(Br)cc1
→ 99, -10, -7, 15*, -10, -0.1, 6, -6, 22, 0.5
O=c1[nH]nc(-c2ccc(F)cc2)cc1-c1ccccc1
→ 98, 0, -4, 1.3, -2, 0.1, 0, 8, 26, 0.1
Cc1oc2nc(SCCCC(=O)NCCO)nc(N)c2c1C
→ 99, -2, 0, -1.4, 5, -2.6, 1, 0, -5, -0.3
OC(COc1ccc(OCc2ccccc2)cc1)CN1CCOCC1 (stereo not drawn)
→ 102, 3, 1, 1.5, -6, -0.1, -2, -2, 20, 0.1
COc1ccc(N2C(=O)[C@@H]3[C@H](C2=O)[C@H]2C=CC=NN2[C@@H]3C(=O)Nc2ccc(Cl)cc2)cc1
→ 99, 5, 1, -2.4, 28, 0.2, 1, 0, 29*, 0.1
CCCOc1c(Br)cc(C(=O)OCc2cc(=O)n3ccsc3n2)cc1OC
→ 100, -1, -12, -1.4, 2, -0.1, 2, -3, 2, 0.4
COCCCNC(=S)NNC(=O)c1cc(C2CC2)nc2ccccc12
→ 91, 1, -3, -2.2, -4, -0.4, -3, 1, 2, -0.1
O=C1C2CCCCN2C(=O)N1CCCCN1CCN(c2ccc(F)cc2)CC1 (stereo not drawn)
→ 99, -9, 2, 0.9, -2, -0.9, -6, -1, 17, 0.1
N#CCCCc1cc2ccccc2cn1
→ 95, 2, 1, 0.0, -2, -0.9, 2, -1, 1, 0.0
COc1ccc(C(=O)NNC(=O)C2CC=CCC2)cc1 (stereo not drawn)
→ 98, 12, -3, -0.6, 4, 0.2, 8, 3, 10, 0.0
CC(C)CCN1CCN(Cc2ccc(Sc3nncn3C)o2)CC1CCO (stereo not drawn)
→ 97, 5, 6, -1.5, -2, -1.7, 4, 2, 8, 0.0
Cc1ccc(NCCC(=O)c2cccs2)cc1Cl
→ 102, -4, 4, -0.3, 8, -2.6, 2, -3, 3, 0.5
CC(C)c1ccc(NC2=CC(=O)CC(C)(C)C2)cc1
→ 89, -8, -3, 0.7, -4, -0.3, 3, 0, -4, 0.1
CCOc1ccc2nc(SCC(=O)N(CCOC)c3c(N)n(Cc4ccccc4)c(=O)[nH]c3=O)[nH]c2c1
→ 104, -6, -1, -4.0, -16, 1.1, -1, 1, 11, -0.1
COC(CNc1nc(SC)nc2sc3c(c12)CCN(C)C3)OC
→ 99, 5, 3, 0.3, -10, -0.6, 9, 0, 2, 0.0

Compound profiles, as listed above. Values in the order: ABCB6 inh 2	ABHD5-PLIN5 inh	Cardio protect	MC4R barr agon	Exocytosis inh	iPSC survival up	HTR2A ag	N-glyco inh	MC4R antagonist	aDG glyco up
CCOc1ccc2nc(SCC(=O)N(CCOC)c3c(N)n(Cc4ccccc4)c(=O)[nH]c3=O)[nH]c2c1 reads 104	-6	-1	-4.0	-16	1.1	-1	1	11	-0.1
Cc1ccc(NCCC(=O)c2cccs2)cc1Cl reads 102	-4	4	-0.3	8	-2.6	2	-3	3	0.5

Bioassay records: PubChem BioAssay, several laboratories
